Source: PubChem
Pol iota inh: blocks human DNA polymerase iota activity; Q9UNA4; Pol iota fluorescent replication assay, 10 min; Potency, µM (top dose mostly 115 µM), for the others: at the top dose activity, negative = inhibition, hits mostly inhibitors; actives 1% (n = 390,000); also: potency is read from the fitted curve at half-maximal effect
Target sequence (Q9UNA4 whole entry, looked up): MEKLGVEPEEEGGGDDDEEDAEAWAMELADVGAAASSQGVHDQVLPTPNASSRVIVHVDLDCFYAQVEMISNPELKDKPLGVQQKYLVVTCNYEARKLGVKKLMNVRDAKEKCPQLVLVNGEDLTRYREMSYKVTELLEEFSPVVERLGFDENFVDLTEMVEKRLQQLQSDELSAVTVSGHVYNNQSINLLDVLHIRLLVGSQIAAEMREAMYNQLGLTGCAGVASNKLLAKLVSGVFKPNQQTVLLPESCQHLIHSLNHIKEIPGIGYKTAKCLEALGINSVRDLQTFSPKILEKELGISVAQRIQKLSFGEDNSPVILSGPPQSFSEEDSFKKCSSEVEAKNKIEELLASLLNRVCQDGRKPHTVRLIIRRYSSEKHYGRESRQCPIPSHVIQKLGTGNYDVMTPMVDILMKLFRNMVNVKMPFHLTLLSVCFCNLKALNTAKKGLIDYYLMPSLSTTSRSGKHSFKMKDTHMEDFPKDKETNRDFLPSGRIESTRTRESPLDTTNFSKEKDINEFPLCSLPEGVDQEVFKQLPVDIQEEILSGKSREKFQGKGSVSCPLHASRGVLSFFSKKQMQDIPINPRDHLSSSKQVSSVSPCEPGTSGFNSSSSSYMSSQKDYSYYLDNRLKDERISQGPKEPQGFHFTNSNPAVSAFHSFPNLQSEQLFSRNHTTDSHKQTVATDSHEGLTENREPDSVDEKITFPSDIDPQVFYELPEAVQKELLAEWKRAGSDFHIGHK
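Fluorescent replication assay read twice, at 0 min and 10 min after adding 50 nM (final) substrate. Enzyme (10 nM) and compounds were first incubated 15 min at room temperature; enzyme-free buffer wells were negative controls.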
12-LOX inh: ALOX12 (human) lipoxygenase inhibition. actives 1.1% (n = 580,000). P18054. Potency, µM (top dose mostly 108 µM), for the others: at the top dose activity change, negative = inhibition, actives largely listed as inhibitors. purified 12hLO, xylenol orange hydroperoxide absorbance; also: potency is read from the fitted curve at half-maximal effect; % is scaled to controls: 0 for no effect and ±100 for the full control effect
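Purified human 12hLO at 150 nM in 25 mM Hepes, 0.01% Triton X-100, pH 7.0, preincubated 15 min at room temperature with compound. Reaction started with 40 uM arachidonic acid, 30 min at room temperature. Hydroperoxide measured by Fe-xylenol orange, 573/405 nm absorbance ratio.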
BLM helicase inh: inhibitors of human Bloom syndrome helicase BLM; P54132; recombinant BLM DNA unwinding, fluorescence dequenching; Potency, µM (titrated, usually from 56.1 µM), without a hit: at the top dose activity change, negative = inhibition, hits mostly inhibitors; actives 0.2% (n = 350,000); AID 2528;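 also: potency is read from the fitted curve at half-maximal effect; plate controls were vehicle for no effect and no enzyme for full effect; nearly all actives have a fitted effect of over 35% in size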
POLB inh: DNA polymerase beta (human) inhibition. Pol beta primer extension/strand displacement, fluorescence kinetic. P06746. AID 485314. actives 1.3% (n = 340,000). Potency, µM (top dose mostly 114 µM), inactives show at the highest dose activity change, negative = inhibition, most hits filed as inhibitors; also: potency is read from the fitted curve at half-maximal effect; % is scaled to controls: 0 for no effect and ±100 for the full control effect
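Values derive from four-parameter Hill fits of normalized kinetic data: reads at 0 and 10 min following addition of 50 nM substrate to 10 nM Pol beta preincubated 15 min with compound.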
ERG Ets-DNA blk: ERG Ets/DNA interaction inhibition. fluorescence polarization, His-ERG Ets domain / labelled DNA. Potency, µM (top dose mostly 76.9 µM), for the others: at the top dose FP activity, negative = inhibition, hits mostly inhibitors. actives 0.028% (n = 370,000); active = well fitted inhibition curve with a large enough effect in the polarisation, with a control signal flat; inconclusive = small, poorly fitted or top-dose-only effect, or effect the other way, or a change in a side signal; inactive = no such curve, though single readings can be large or run the other way; the % refers to the polarisation;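 also: polarization taken with two DNA probes labelled with fluorescein and Texas red; potency is read from the fitted curve at half-maximal effect; % of control where 0% means no effect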
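His-tagged ERG Ets domain (1 uM in the protein solution; 300mM KCl, 50mM Tris-HCl, 1mM EDTA, 1mM DTT, pH 7.5) received compound, then a probe mix of 5 nM fluorescein-DNA and 100nM Texas-615-DNA. Fluorescence polarization was read for both dyes.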
Anesthetic bind: candidate novel general anesthetic via apoferritin binding; P02791; apoferritin/1-aminoanthracene competitive binding, fluorescence; Potency, µM (doses to about 77.5 µM), for the others: at the highest dose activity change, negative = displacement, usual class: inhibitors; actives 0.074% (n = 350,000); also: potency is read from the fitted curve at half-maximal effect; % is scaled to controls: 0 for no effect and ±100 for the full control effect; nearly all actives have a fitted effect of over 20% in size
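Read-out: endpoint 1-AMA fluorescence, excitation 380 nm and emission 535 nm, after compounds sit 10 min at room temperature with 10 uM horse-spleen apoferritin in 50% saturated 1-AMA/PBS. Values come from four-parameter Hill fits.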
POLK inh: inhibitors of human DNA polymerase kappa. Potency, µM (titrated, usually from 107 µM), without a hit: at the top dose activity, negative = inhibition, most hits filed as inhibitors. purified Pol kappa, fluorescent DNA synthesis assay, 10 min. actives 0.53% (n = 400,000). Q9UBT6. AID 588579; also: potency is read from the fitted curve at half-maximal effect; % is scaled to controls: 0 for no effect and ±100 for the full control effect
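Inhibition of 10 nM Pol kappa is measured by a fluorescent read-out at 0 and 10 min following addition of 50 nM substrate (final), with a 15-min room-temperature compound preincubation.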
APE1 inh: APE1 (human) endonuclease inhibition. P27695. recombinant APE1, TAMRA/BHQ-2 abasic DNA cleavage fluorescence. Potency, µM (titrated, usually from 65.8 µM), inactives show top-dose activity change, negative = inhibition, usual class: inhibitors. actives 0.35% (n = 350,000). AID 2517;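 also: potency is read from the fitted curve at half-maximal effect; plate controls were vehicle for no effect and reference inhibitor for full effect; nearly all actives have a fitted effect of over 55% in size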
Target sequence (P27695 whole entry, looked up): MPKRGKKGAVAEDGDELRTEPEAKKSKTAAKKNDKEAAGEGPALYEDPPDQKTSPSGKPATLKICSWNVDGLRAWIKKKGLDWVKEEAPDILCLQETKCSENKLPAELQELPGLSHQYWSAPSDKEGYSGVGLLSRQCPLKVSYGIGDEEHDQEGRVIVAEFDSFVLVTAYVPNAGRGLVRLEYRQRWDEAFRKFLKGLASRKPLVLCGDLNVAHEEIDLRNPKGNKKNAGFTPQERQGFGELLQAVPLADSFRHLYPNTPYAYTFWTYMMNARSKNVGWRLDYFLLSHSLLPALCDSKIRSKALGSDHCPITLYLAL
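Activity was derived from the fluorescence gain between first and third kinetic reads (60 s intervals, ex 525/em 598 nm) after 50 nM THF-abasic TAMRA/BHQ-2 duplex was added to 0.75 nM APE1 preincubated 15 min with compound.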
TRHR agonist: activates the human TRH receptor | activation, % at 2 µM | actives 0.18% (n = 360,000) | P34981 | TRHR cells, calcium flux fluo-8, FDSS agonist mode | AID 493084; in the data active = activation above about 30%; also: 0% is about no effect
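Steps: seed TRHR cells overnight; add fluo-8 no-wash Ca dye, RT 30 min–1.5 h; record 10 s baseline; pin-transfer compounds; monitor fluorescence 1 cycle/s for the agonist window. Calcium increases flag candidate agonists.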
Active calls of the source: *; ? = inconclusive; . = not tested or not shown; [ ] = another dose, or the depositor's remark. Unless noted, calls follow the shape of the dose curve; as a rule, active = well fitted curve in the direction sought with a large enough effect; inconclusive = small, poorly fitted or top-dose-only effect, or another doubt; inactive = no such curve, though single readings can be large; an effect the other way counts as inactive or inconclusive. This is a subset; count on the stated rates, not on these rows.

SMILES	Pol iota inh	12-LOX inh	BLM helicase inh	POLB inh	ERG Ets-DNA blk	Anesthetic bind	POLK inh	APE1 inh	TRHR agonist
COc1ccc(-c2csc(-n3ncc(-c4cccs4)c3N)n2)cc1	7%	1%	-5%	-14%	-9%	-10%	-11%	-3%	-0.7
O=C1CN(/N=C\c2ccc([N+](=O)[O-])o2)C(=O)N1	.	.	1%[21.4 µM]	.	.	1%[29.3 µM]	-17%[12 µM]	2%[21 µM]	.
O=C(CN1CCOCC1)Nc1ccc(NC(=O)c2ccccc2F)cc1	12%	-8%	-1%	31%	-6%	-9%	4%	27%[12.4 µM]	-0.1
CC(=O)c1sc(NC(=O)C2CCCN2S(=O)(=O)c2ccccc2F)nc1C (stereo not drawn)	8%	?	.	.	7%	.	-4%	8%	0.2
O=C(CSCc1ccccc1Br)NNC(=S)NCc1ccco1	16%	45µM*	-8%	3%	7%	-20%	-1%	5%	0.1
Cc1ccsc1/C=N/NC(=O)CSCc1ccc(Cl)cc1	11%	-4%	-4%	5%	-1%	?	-9%	-5%	0.6
COC(=O)CSc1nc(NCC(C)C)nc(N2CCOCC2)n1	-15%	17%	-4%	-14%	.	-11%	-8%	-5%	0.1
Cc1ccc(-c2csc(N(CCCN3CCOCC3)C(=O)c3ccco3)n2)cc1	-16%	?	0%	-17%	.	-12%	-11%	1%	0.9
O=C(CCC(=O)OCC(=O)c1cccc([N+](=O)[O-])c1)Nc1cccc(Cl)c1Cl	31%[activator]	-2%	-1%	38%[activator]	0%	-23%	6%	-5%	-0.1
CC(=O)Nc1cccc(-c2cn3ccccc3n2)c1	0%	2%	-3%	2%	4%	-6%	-12%	-3%	-0.1
CC(=O)N1CCN(CC(C)(C)NS(=O)(=O)c2ccc(C)cc2)CC1	28%	8%	0%	27%	1%	-9%	-18%	18%	0.5
CCOc1ccc(NCc2cccn2-c2nnc(N3CCC(C(=O)NCCCN4CCCCC4C)CC3)s2)cc1 (stereo not drawn)	23%	-2%	-8%	-4%	-8%	4%	-3%	27%	0.0
COC(=O)c1ccc(NC(=O)CN2CCOCC2)cc1	23%	18%	3%	-4%	0%	-3%	-6%	-3%	0.1
CCOc1ccccc1N(CC(=O)NC1CCCCC1)C(=O)CCC(=O)Nc1nccs1	191%[activator]	-1%	-3%	29%	-2%	0%	-6%	24%	-0.9
Cc1cc(C)n(C(=O)CCCC(=O)n2nc(C)cc2C)n1	-11%	19%	-1%	23%	-4%	-7%	-4%	12%	-0.1
O=S(=O)(c1ccc(Cl)cc1)N1CCN(c2ncccn2)CC1	137%[activator]	-9%	-7%	19%	4%	-1%	-17%	2%	-1.1
COc1ccc(/C=C/C(=O)Nc2ccc(C)cc2)cc1	8%	-15%	-5%	2%	2%	-11%	-23%	.	-0.7
Cc1cccc(OCCCC(=O)NNC(=O)c2ccncc2)c1	4%	-1%	.	.	-1%	.	-2%	-4%	0.0
Cc1ccc(S(=O)(=O)N2CC(C)N(C(=O)N3CCOCC3)C2)cc1 (stereo not drawn)	55%[activator]	-6%	-6%	16%	-1%	-2%	-11%	36%	1.1
O=c1n(Cc2ccccc2)nc2n1-c1ccccc1OC2	4%	-9%	-1%	-3%	-1%	?	-15%	.	-3.4
NC(=O)c1nc[nH]c1C(=O)Nc1cccc(NC(=O)c2cccc(C(F)(F)F)c2)c1	14%	10%	.	.	-4%	.	-18%	11%	.
O=C(COc1coc(CN2CCc3ccccc32)cc1=O)NCCc1ccccc1	?	?	.	.	-1%	.	-11%	-13%	-0.1
Cc1cccc(C)c1OCC(=O)Nn1c(=O)[nH]c2ccccc2c1=O	-6%	-1%	9%	6%	12%	-16%	-4%	3%	-1.2
O=C(NC1CCCCC1)C12CC3CC(CC(Cl)(C3)C1)C2	1%	-2%	-2%	-2%	-5%	-1%	-8%	4%	-0.8
CC=C1COC(C(=O)NCCOCCO)(C(F)(F)F)C=C1C=C(C)C (stereo not drawn)	31%[activator]	.	0%	.	.	-18%	-5%	2%	.
O=C(OCC(=O)N1CCC(Cc2ccccc2)CC1)c1ccccc1	63%[activator]	-1%	-7%	12%	14%	-13%	3%	12%	-0.5
CCc1ccc2c(c1)cc(CN(C(=S)Nc1ccccc1)C1CC1)c1nnnn12	-5%	23%	4%	4%	-9%	3%	0%	4%	-0.6
O=C(NC(=S)Nc1ccc(Br)cn1)c1cccs1	-3%	2%	-3%	19%	17%	4%	4%	2%	1.6
Cc1ccc(S(=O)(=O)CC2CSc3nc(N)cc(=O)n32)cc1 (stereo not drawn)	-5%	6%	-4%	18%	-2%	-9%	-23%	2%	0.1
Cc1noc(C)c1C(=O)NCCc1ccccc1	4%	-9%	0%	-5%	-5%	-4%	-1%	15%	1.4

Ordered by count of non-hydrogen atoms (highest first): three of the compounds above
SMILES	Pol iota inh	12-LOX inh	BLM helicase inh	POLB inh	ERG Ets-DNA blk	Anesthetic bind	POLK inh	APE1 inh	TRHR agonist
CC=C1COC(C(=O)NCCOCCO)(C(F)(F)F)C=C1C=C(C)C (stereo not drawn)	31%[activator]	.	0%	.	.	-18%	-5%	2%	.
CC(=O)N1CCN(CC(C)(C)NS(=O)(=O)c2ccc(C)cc2)CC1	28%	8%	0%	27%	1%	-9%	-18%	18%	0.5
O=c1n(Cc2ccccc2)nc2n1-c1ccccc1OC2	4%	-9%	-1%	-3%	-1%	?	-15%	.	-3.4

(next part)
SMILES	Pol iota inh	12-LOX inh	BLM helicase inh	POLB inh	ERG Ets-DNA blk	Anesthetic bind	POLK inh	APE1 inh	TRHR agonist
Clc1cccc(/C=N/N2CCN(Cc3ccccc3)CC2)c1	8%	-7%	-9%	15%	-8%	-7%	2%	9%	0.1
COc1cc(C2CC(=O)Nc3c2c(C)nn3-c2nncc(-c3ccccc3)n2)cc(OC)c1OC (stereo not drawn)	15%	-10%	-19%	21%	3%	49%[activator]	-12%	.	1.1
COC(=O)Cc1ccc(NC(=S)NNC(=O)c2ccccc2Br)cc1	7%	-17%	0%	1%	2%	-8%	-11%	1%	-0.2
Cc1cc(NC(=O)CSc2nc3c(cnn3-c3cccc(Cl)c3)c(=O)[nH]2)no1	36%[activator]	-5%	.	.	3%	.	-4%	20%	.
CC(=O)c1cccc(OCc2cc(C(=O)N3C[C@@H](C)O[C@@H](C)C3)no2)c1	25%	32%[activator]	0%	16%	4%	-10%	-13%	20%	-0.4
COc1ccc(-c2oc3ncnc(NCCN4CCOCC4)c3c2-c2ccc(OC)cc2)cc1	14%	.	-2%	29%	-1%	-20%	-2%	1%	-0.2
O=C(CCc1ccccc1)Nc1nnc(-c2ccc3c(c2)OCCO3)o1	170%[activator]	128%[activator]	-6%	-1%	-5%	-18%	-13%	-6%	-0.4
COc1cccc(CC(NC(C)=O)C(=O)NC2CCN(C(=O)Nc3ccc(C)cc3)CC2)c1 (stereo not drawn)	25%	-4%	1%	101%	-9%	-8%	-6%	11%	-0.2
COC(=O)[C@]1(C)N[C@H](CN(C)C(=O)c2ccc(C)cc2)[C@@H]2C(=O)N(C)C(=O)[C@@H]21	-4%	?	.	.	5%	.	-16%	-4%	.
CCCCCC(=O)N1CCCC1	81%[activator]	-2%	2%	18%	-4%	4%	5%	6%	-1.5
O=C(Nc1ccc(F)cc1)C1=CC(=O)N2CCN=C2S1	.	.	-2%	34%[activator]	.	-8%	.	0%	1.2
COc1cccc(NC(=O)c2c(-c3ccc(C)cc3)nnc3ccccc23)c1	-4%	-21%	-3%	-21%	-2%	?	-8%	.	-0.3
O=C(COC(=O)Cc1ccccc1F)Nc1ccccc1[N+](=O)[O-]	-37%	-2%	.	.	-8%	.	-3%	-7%	-0.1
CCOc1ccccc1CNC(=O)c1[nH]c2ccccc2c1Sc1ccccc1	32%[activator]	-21%	1%	-12%	1%	-3%	-19%	.	-0.5
N#Cc1cccc(NC(=O)N2CC3(CCN(C(=O)c4cnccn4)CC3)C2)c1	.	8%[57.4 µM]	3%	.	.	.	-3%[60.1 µM]	0%	.

A stretch from the list above, for reference:
SMILES	Pol iota inh	12-LOX inh	BLM helicase inh	POLB inh	ERG Ets-DNA blk	Anesthetic bind	POLK inh	APE1 inh	TRHR agonist
Clc1cccc(/C=N/N2CCN(Cc3ccccc3)CC2)c1	8%	-7%	-9%	15%	-8%	-7%	2%	9%	0.1
COc1cc(C2CC(=O)Nc3c2c(C)nn3-c2nncc(-c3ccccc3)n2)cc(OC)c1OC (stereo not drawn)	15%	-10%	-19%	21%	3%	49%[activator]	-12%	.	1.1
COC(=O)Cc1ccc(NC(=S)NNC(=O)c2ccccc2Br)cc1	7%	-17%	0%	1%	2%	-8%	-11%	1%	-0.2
Cc1cc(NC(=O)CSc2nc3c(cnn3-c3cccc(Cl)c3)c(=O)[nH]2)no1	36%[activator]	-5%	.	.	3%	.	-4%	20%	.
CC(=O)c1cccc(OCc2cc(C(=O)N3C[C@@H](C)O[C@@H](C)C3)no2)c1	25%	32%[activator]	0%	16%	4%	-10%	-13%	20%	-0.4
COc1ccc(-c2oc3ncnc(NCCN4CCOCC4)c3c2-c2ccc(OC)cc2)cc1	14%	.	-2%	29%	-1%	-20%	-2%	1%	-0.2
O=C(CCc1ccccc1)Nc1nnc(-c2ccc3c(c2)OCCO3)o1	170%[activator]	128%[activator]	-6%	-1%	-5%	-18%	-13%	-6%	-0.4
COc1cccc(CC(NC(C)=O)C(=O)NC2CCN(C(=O)Nc3ccc(C)cc3)CC2)c1 (stereo not drawn)	25%	-4%	1%	101%	-9%	-8%	-6%	11%	-0.2
COC(=O)[C@]1(C)N[C@H](CN(C)C(=O)c2ccc(C)cc2)[C@@H]2C(=O)N(C)C(=O)[C@@H]21	-4%	?	.	.	5%	.	-16%	-4%	.
CCCCCC(=O)N1CCCC1	81%[activator]	-2%	2%	18%	-4%	4%	5%	6%	-1.5
O=C(Nc1ccc(F)cc1)C1=CC(=O)N2CCN=C2S1	.	.	-2%	34%[activator]	.	-8%	.	0%	1.2
